# NCI-60 one-dose screen, 48 h, at 10 µM unless noted. Numbers give growth in % (100 = growth as untreated, 0 = no growth, -100 = all killed).
# SK-MEL-2 – SK-MEL-2 melanoma; 4.7% of 77,000 active
# M14 – M14 melanoma; 6.2% of 80,000 active; AID 1794745
# EKVX – EKVX NSCLC; 3% of 71,000 active
# UACC-62 – UACC-62 melanoma. 5.4% of 81,000 active
# A549/ATCC – A549/ATCC NSCLC | 3.7% of 81,000 active
# MALME-3M – MALME-3M melanoma; AID 1794766; 5.8% of 78,000 active
# UACC-257 – UACC-257 melanoma; 4.4% of 78,000 active; AID 1794764
# SK-MEL-5 – SK-MEL-5 melanoma. 6.4% of 80,000 active
# * hit, by the source's call; . = not tested or not shown; & = joins results of further samples. The calls were made as follows: active = growth percent below 10; inactive = the rest.
# Sample of the layout, seven compounds:
SMILES,SK-MEL-2,M14,EKVX,UACC-62,A549/ATCC,MALME-3M,UACC-257,SK-MEL-5
COc1ccc(CN2CCCC(C(=O)c3ccc(C(F)(F)F)cc3)C2)c(O)c1 (stereo unspecified),-43*,19,.,28,32,13,40,20
Cc1cnc(NC(=O)CNc2nnc(-c3cccnc3SCc3ccccc3)s2)s1,111,101,97,105,94,107,105,100
O=C(Nc1ccccc1[N+](=O)[O-])OC/C=C/c1ccccc1,95,124,90,111,94,106,104,.
CC(C)CCNC(=O)[C@@H](CC(C)C)n1ccc2ncccc2c1=O,115,114,100,103,93,101,96,91
CCCSc1cc(Cl)nc(N)n1,117,107,97,114,111,112,113,107
O=C1C=Cc2nc3ccccc3c(=O)n21,99,93,94,96,98,95,99,100
O=C(CCC1CCCCC1)OCCCc1ccccc1,109,103,105,103,112,119,113,96

# The listing, previewed entries included:
SMILES,SK-MEL-2,M14,EKVX,UACC-62,A549/ATCC,MALME-3M,UACC-257,SK-MEL-5
COc1ccc(CN2CCCC(C(=O)c3ccc(C(F)(F)F)cc3)C2)c(O)c1 (stereo unspecified),-43*,19,.,28,32,13,40,20
Cc1cnc(NC(=O)CNc2nnc(-c3cccnc3SCc3ccccc3)s2)s1,111,101,97,105,94,107,105,100
O=C(Nc1ccccc1[N+](=O)[O-])OC/C=C/c1ccccc1,95,124,90,111,94,106,104,.
CC(C)CCNC(=O)[C@@H](CC(C)C)n1ccc2ncccc2c1=O,115,114,100,103,93,101,96,91
CCCSc1cc(Cl)nc(N)n1,117,107,97,114,111,112,113,107
O=C1C=Cc2nc3ccccc3c(=O)n21,99,93,94,96,98,95,99,100
O=C(CCC1CCCCC1)OCCCc1ccccc1,109,103,105,103,112,119,113,96
O=c1c2c3c(sc2nc(SCc2nnc(Nc4ccccc4)s2)n1Cc1ccccc1)CCCC3,101,80,104,106,101,90,120,90
C=CCn1c(SCC(=O)Nc2ccc(C(=O)/C=C/c3cc(OC)c(OC)c(OC)c3)cc2)nnc1-c1c[nH]c2ccccc12,101,.,74,37,35,69,73,25
CC(C)(C)C1=CC(=O)C(C(C)(C)C)=CC1=O,95&95,105,108&98,100&87,91&98,107&94,85&90,108&94
C/C(=C(/c1ccc(O)cc1)c1ccc(OCCN2CCCC2)cc1)c1ccc(Cl)cc1,.,-65*,57,-18*,48,-40*,-78*,54
Nc1nn(-c2ccccc2)c2nc(=S)[nH]c(-c3ccc(Cl)cc3Cl)c12,105,100,73,79,101,94,98,99
CC12CCCC(=O)N1c1ccccc1-c1nc(-c3ccccc3Br)nn12 (stereo unspecified),101,95,89,79,101,94,101,94
CC(=O)CC(C)(C)c1ccc(Cl)cc1,108,97,101,101,103,108,101,108
c1ccc(-c2ccc(-c3ccccc3)[nH]2)cc1,99,110,76,87,89,96,101,99
CN(C)C(=O)c1cccc(NC(=O)Oc2ccccc2)c1,99,97,.,95,.,96,.,100
CC(C)C[C@@H](NC(=O)[C@@H](Cc1ccccc1)NC(=O)c1cnccn1)B1Oc2ccc(C[C@H](NC(=O)[C@H](Cc3ccc4c(c3)OB([C@@H](CC(C)C)NC(=O)[C@@H](Cc3ccccc3)NC(=O)c3cnccn3)O4)NC(=O)[C@@H](N)CC3CCC4OB([C@@H](CC(C)C)NC(=O)[C@@H](CC5CCCCC5)NC(=O)C5CNCCN5)OC4C3)C(=O)NCCCC[C@@H]3NC(=O)[C@@H](Cc4ccccc4)NC(=O)[C@H](CC(=O)O)NC(=O)CNC(=O)[C@H](CCCNC(=N)N)NC3=O)cc2O1 (stereo partly specified),-16*,0.2*,-16*,-74*,-50*,-20*,-12*,.
C=C(Cl)COC(=O)C(C)(C)O,93,103,.,111,94,99,92,106
Nc1c(C(=O)Nc2cccc3cccnc23)sc2nc3c(cc12)C(=O)CCC3,112,106,103,95,114,104,110,105
CSc1nc2c(c(=O)[nH]1)C(c1ccc(Cl)cc1)C1=C(N2)/C(=C/c2ccc(Cl)cc2)CCC1 (stereo unspecified),58,100,48,95,60,124,94,98
O=C(Nc1ccc2ncnc(Nc3cccc(C(F)(F)F)c3)c2c1)c1ccccc1,84,90,75,82,56,110,104,92
Fc1ccc(-c2csc(N/N=C/c3cccs3)n2)cc1,110,90,64,76,91,83,94,83
COc1cc(C2CC(c3ccc(Oc4ccc(Cl)cc4)cc3)=NN2c2nc(-c3ccc(F)cc3)c(C#N)c(N3CCOCC3)n2)cc(OC)c1OC (stereo unspecified),107,98,98,97,100,104,106,98
O=S(=O)(CCCCl)Nc1ccc2[nH]ccc2c1,106,.,103,95,106,80,104,105

# Filtered by structure: the entries above with an NH in an aromatic ring.
SMILES,SK-MEL-2,M14,EKVX,UACC-62,A549/ATCC,MALME-3M,UACC-257,SK-MEL-5
C=CCn1c(SCC(=O)Nc2ccc(C(=O)/C=C/c3cc(OC)c(OC)c(OC)c3)cc2)nnc1-c1c[nH]c2ccccc12,101,.,74,37,35,69,73,25
Nc1nn(-c2ccccc2)c2nc(=S)[nH]c(-c3ccc(Cl)cc3Cl)c12,105,100,73,79,101,94,98,99
c1ccc(-c2ccc(-c3ccccc3)[nH]2)cc1,99,110,76,87,89,96,101,99
CSc1nc2c(c(=O)[nH]1)C(c1ccc(Cl)cc1)C1=C(N2)/C(=C/c2ccc(Cl)cc2)CCC1 (stereo unspecified),58,100,48,95,60,124,94,98
O=S(=O)(CCCCl)Nc1ccc2[nH]ccc2c1,106,.,103,95,106,80,104,105

# Next part:
SMILES,SK-MEL-2,M14,EKVX,UACC-62,A549/ATCC,MALME-3M,UACC-257,SK-MEL-5
C=COCCCCOC=C,101,101,101,95,101,106,99,107
CCCCCCCCN1C(=O)c2ccccc2C1=O,.,97,.,109,101,110,95,97
O=C1NC(=O)/C(=C\c2cccc(Br)c2)N1,103,103,80,90,79,.,89,89
CN(CCC(=O)c1ccccc1)CCC(=O)c1ccccc1,91,95,103,78,98,105,99,96
O=C(CCCCCCC(=O)Nc1ccc(C(=O)/C=C/c2cn(-c3ccccc3)nc2-c2ccccc2)cc1)NO,89,.,84,50,85,76,72,87
COc1ccc(/C=C/C(c2cc(OC)c(OC)c(OC)c2)n2cncn2)cc1O (stereo unspecified),18,-12*,59,37,40,54,56,24
C[C@H]1COc2c(C3(N)CC3)c(F)cc3c(=O)c(C(=O)O)cn1c23,.,113,103,105,104,119,110,101
COC(=O)CCN1C(=O)/C(=C/c2ccc(O)cc2)SC1=S,112,96,101,85,98,92,99,101
OC(COc1ccc(Cl)cc1)CN1CCCC1 (stereo unspecified),96,103,78,90,86,101,82,95
CCCn1c(N)c(N(CCOC)C(=O)COc2ccc3ccccc3c2)c(=O)[nH]c1=O,85,96,103,87,103,109,20,94
Nc1cc(Cl)ccc1Oc1ccc(Cl)cc1,77,105,82,83,94,30,110,96
NC1C2CCC1CN(c1cnc(C(=O)Nc3cc(F)cc4cccnc34)cn1)C2 (stereo unspecified),101,48,71,79,69,50,98,93

# Ordered by SMILES length (low to high): part of the list above.
SMILES,SK-MEL-2,M14,EKVX,UACC-62,A549/ATCC,MALME-3M,UACC-257,SK-MEL-5
C=C(Cl)COC(=O)C(C)(C)O,93,103,.,111,94,99,92,106
Nc1cc(Cl)ccc1Oc1ccc(Cl)cc1,77,105,82,83,94,30,110,96
CN(CCC(=O)c1ccccc1)CCC(=O)c1ccccc1,91,95,103,78,98,105,99,96

# (continued)
SMILES,SK-MEL-2,M14,EKVX,UACC-62,A549/ATCC,MALME-3M,UACC-257,SK-MEL-5
CCCCN(CCCC)C(=O)c1ccccc1C,.,109,101,88,84,90,84,94
C/C(=N\O)c1ccc(NC(=O)CSc2nc3[nH]c(=O)n(C)c(=O)c3[nH]2)cc1,126,99,99,99,92,91,97,62
S=C(S)OCN1CCOCC1,.,77,97,99,92,88,43,101
CC1=CC[C@@H]2C(C)(C)[C@@H](O)CC[C@@]2(C)[C@@H]1COc1ccc2ccc(=O)oc2c1,68,77,72,23,43,72,102,29
COc1cc(-c2nnc(-c3c(-c4ccc(F)cc4)nc4ncccn34)o2)cc(OC)c1OC,97,107,99,97,97,105,94,89
Cn1c(=O)c(C#N)c(-c2ccccc2)n2c(SCC3CO3)nnc12 (stereo unspecified),25,81,94,93,92,102,32,91
BrC(c1ccccc1)C(Br)c1ccccc1 (stereo unspecified),111,104,113,98,85,109,.,.
CC(=O)Nc1nnc([N+](=O)[O-])s1,101,91,114,80,98,78,102,96
Cc1ccc(N2C(=O)CSC2c2ccc(OCC(=O)c3ccccc3)cc2)cc1 (stereo unspecified),101,99,92,68,90,100,105,99
CCOC(=O)Cc1ccc([N+](=O)[O-])cc1,96,99,97,.,117,98,113,102
Cn1ncc2c1NC(c1ccc(F)cc1)SCC2=O (stereo unspecified),98,98,103,95,90,99,81,103
O=C(O)c1ccc2c3ccc(C(=O)O)c4c(C(=O)O)ccc(c5ccc(C(=O)O)c1c25)c43,91,107,101,91,92,87,-15*,102
O=Cc1ccc(COC2CCC(=O)N2)o1 (stereo unspecified),106,116,108,99,102,109,98,99
COc1ccc(-c2ccc3c(=O)n(C)c(SC)nc3n2)cc1,113,92,91,84,99,100,118,101
CCCCn1c(OC(=S)N(CC)CC)cc(C)nc1=S,106,94,.,94,96,99,87,100
COc1ccc(OC)c2c1[nH]c(=O)c1c3ncccc3cn21,66,40,34,23,13,60,37,33
O=C=Nc1ccccc1-c1ccccc1,.,101,109,77,97,135,98,105
O=C1NC(=O)C2C3C=CC(C3)C12 (stereo unspecified),100&110,104&98,99&107,110&100,96&125,108&110,134,107&102
NC(=O)c1ccc(N2CCCC2)nc1,101,104,95,105,97,.,102,117
COC1=CC(n2cccc2)=N/C1=C\c1[nH]c(C)c(C(=O)OCc2ccccc2)c1C,.,98,.,105,89,155,94,95
ClCC(CNCc1ccccc1)c1ccccc1 (stereo unspecified),102,101,116,91,110,.,114,108
O=C(Nc1cccc(-n2cc(-c3ccncc3)c(-c3ccc(O)c(Cl)c3)n2)c1)c1ccc(N2CCOCC2)c(C(F)(F)F)c1,.,37,.,43,23,21,60,41
CCOC(=O)C(=CNc1cccc(C)n1)C(=O)OCC,83,104,.,92,.,91,.,89
Nc1nc(NS(=O)(=O)c2ccccc2)ncc1-c1nc2ccccc2[nH]1,103,112,96,106,94,110,103,100
COc1cc(/C=C/c2cc(/C=C/c3ccc(O)c(OC)c3)n(C(=O)Nc3ccc(C)cc3C)n2)ccc1O,-27*,-38*,-15*,-48*,-4.0*,-22*,-21*,-83*
CCCn1cc(/C=N\N=C2\C(=O)Nc3ccc(OC(F)(F)F)cc32)c2ccccc21,93,98,61,89,72,107,98,91
CS(=O)(=O)O[C@@H]1C(=O)N(c2cc3c4ccccc4ccc3c3ccccc23)[C@H]1c1ccc(F)cn1,14,30,47,34,47,74,42,14
COc1ccc(Nc2cc(NC(=O)CNc3cc(OC)c(Cl)c(OC)c3Cl)ncn2)cc1,85,75,72,63,71,106,88,85
COC(C)(C)C1CCC(C)=CC1c1cc(O)ccc1O (stereo unspecified),107,108,115,87,111,115,110,98
CC(C)OC(=O)c1ccc2n1CCCc1cnc(NC3CCCC3)nc1-2,100,84,87,90,97,92,117,95
Cc1nc2c(cnn2-c2ccccc2)c(=O)n1-c1ccc(N)cc1,82,88,37,65,85,82,66,33
COc1ccc(-n2c(=O)n(-c3ccc(-c4nc5ccc(F)cc5s4)cc3)c(=O)c3cccnc32)cc1,103,107,92,87,97,101,95,101
Nc1c(OS(=O)(=O)c2ccccc2)cccc1OS(=O)(=O)c1ccccc1,100,105,.,91,97,96,95,92
CCOC(=O)c1[nH]c(Cc2c(C)[nH]c(C)c2C(=O)OCC)c(C(=O)OCC)c1C,92,105,88,72,85,105,92,90
[O-][n+]1onc(-c2ccccc2)c1N1CCOCC1,.,107,98,92,102,94,104,101
CCCCCNc1ccc(C)cc1,109,112,103,107,101,102,103,101
CCN(CC)CCCNc1ccc(N)cc1,125,111,118,104,99,130,97,101

# Assay outcomes deposited in PubChem BioAssay by NCI.
